TRPC4 PAM: allosterically enhances the mouse TRPC4 cation channel. Q9QUQ5. HEK293 TRPC4beta/mu-opioid, DAMGO EC20, Fluo-4 Ca2+ flux; stronger effect = higher value. B-score at 10 µM. actives 0.42% (n = 310,000);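 active means B-score of calcium response area above 5 SD of library B-scores, with initial fluorescence ratio within 5 SD of library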;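 further: B-score of integrated fluorescence ratio over time as area under calcium response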
HIF act: HIF pathway transcriptional activation; actives 0.32% (n = 300,000); activation, % at 7.5 µM (by protocol); U2OS HRE-luciferase reporter, luminescence; normalized: DMSO 0%, desferrioxamine 100%; AID 1910;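 active means mean activation of at least 10% of the iron chelator positive control signal, with at least half of replicates also reaching 10%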
SKKanGAS inh: SKKanGAS growth inhibition; inhibition, % at 7.5 µM; actives 1.3% (n = 300,000); S. pyogenes SKKanGAS, kanamycin growth, BacTiter-Glo, 6 h; AID 1662;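 active means mean replicate score, as percent of positive control median, at least 50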;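 further: strain carries kanamycin resistance gene driven by streptokinase promoter and grows in 40 µg/ml kanamycin; loss of luminescence reflects streptokinase promoter inhibition or plain growth inhibition; 0% = median of DMSO wells and 100% = positive control at its reference dose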
aSyn 5UTR inh: 5' untranslated region of α-synuclein, MLPCN primary screen; alpha-synuclein 5'UTR reporter, inhibitor activity; inhibition, % (tested at 7.5 µM); actives 0.82% (n = 300,000); AID 1813; in the data active means inhibition above about 60%;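 further: H4 neuroglioblastoma cells stably carrying SNCA 5'UTR luciferase fusion; 0% = DMSO wells and 100% = positive control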
TRPC4 block: TRPC4 (mouse) channel inhibition; Q9QUQ5; HEK293 TRPC4beta/mu-opioid, DAMGO-evoked Fluo4 calcium flux; stronger effect = lower value; B-score at 10 µM; actives 0.39% (n = 300,000); AID 2247;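 active means B-score over 3 SD under the library average, no early fluorescence shift, positive overall ratio signal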
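Signal: kinetic Fluo4 fluorescence imaging of calcium influx. Material: stable TRPC4beta/mu-opioid receptor HEK293 cells. Probe or stimulus: DAMGO in two steps, submaximal then maximal.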
MrgX1 antag: antagonists of human MrgX1 receptor | Q96LB2 | MRGX1-HEK293 calcium flux, Fluo-4, BAM8-22 antagonism; stronger effect = lower value | B-score at 10 µM | actives 1.3% (n = 310,000) | AID 588676;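 active means calcium-response B-score plate-corrected more than 3 library SD below zero, starting fluorescence within 5 deviations, no agonist response on first addition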;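 further: peak minus trough fluorescence over baseline after final BAM8-22 challenge near maximal dose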
TRPC6 activator: activates the mouse TRPC6 cation channel; Q61143; HEK293-TRPC6 membrane potential dye fluorescence; stronger effect = higher value; B-score at 10 µM; actives 0.13% (n = 310,000); AID 2550;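 active means B-score of the integrated fluorescence ratio above library mean plus 3 SD, and starting fluorescence ratio within library mean plus 5 SD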;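 further: higher score means more depolarization so channel activation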
Target sequence (Q61143 whole entry, looked up): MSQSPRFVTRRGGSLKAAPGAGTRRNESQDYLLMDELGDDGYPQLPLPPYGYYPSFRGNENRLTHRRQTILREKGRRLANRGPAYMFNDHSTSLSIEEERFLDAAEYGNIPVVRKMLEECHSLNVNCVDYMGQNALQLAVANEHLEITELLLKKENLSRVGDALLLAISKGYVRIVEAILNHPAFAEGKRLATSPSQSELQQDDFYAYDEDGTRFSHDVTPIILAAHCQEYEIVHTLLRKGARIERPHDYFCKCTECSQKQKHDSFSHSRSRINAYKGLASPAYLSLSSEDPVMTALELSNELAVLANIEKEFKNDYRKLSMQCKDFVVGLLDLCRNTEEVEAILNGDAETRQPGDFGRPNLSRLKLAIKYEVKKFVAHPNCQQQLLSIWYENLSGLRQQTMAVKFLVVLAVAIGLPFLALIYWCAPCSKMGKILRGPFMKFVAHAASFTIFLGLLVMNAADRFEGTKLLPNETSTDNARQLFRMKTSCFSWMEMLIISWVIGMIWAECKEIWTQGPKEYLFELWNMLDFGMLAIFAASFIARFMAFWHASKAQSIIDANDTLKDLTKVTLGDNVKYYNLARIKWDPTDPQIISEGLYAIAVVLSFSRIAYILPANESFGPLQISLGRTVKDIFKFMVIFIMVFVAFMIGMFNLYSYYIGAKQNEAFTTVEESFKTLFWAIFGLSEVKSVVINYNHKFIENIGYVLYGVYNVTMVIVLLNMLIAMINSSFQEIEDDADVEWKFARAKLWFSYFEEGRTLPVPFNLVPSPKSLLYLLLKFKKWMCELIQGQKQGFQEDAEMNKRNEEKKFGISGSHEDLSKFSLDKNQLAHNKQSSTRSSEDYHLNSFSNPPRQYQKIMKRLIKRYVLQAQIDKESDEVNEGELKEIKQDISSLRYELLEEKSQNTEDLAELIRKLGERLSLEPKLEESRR
TRPC4 act: activators of mouse TRPC4 channel; actives 0.49% (n = 310,000); B-score at 10 µM; AID 2237; HEK293 TRPC4beta/mu-opioid, Fluo4 calcium fluorescence; stronger effect = higher value;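 active means B-score above 5 SD of library B-scores, and initial fluorescence ratio not above library mean plus 5 SD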;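 further: positive B-score marks a calcium rise read as TRPC4 activation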
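Incubation: 45 min room-temperature Fluo4 loading, 110 s read / System: HEK293 cells stably co-expressing mouse TRPC4beta and mu-opioid receptor / Signal: Fluo4 fluorescence, kinetic / Control set: buffer (low) and maximal DAMGO (high) / Measure: integrated baseline-normalised fluorescence ratio, converted to per-well B score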
IEC-6 tox: kills IEC-6 intestinal cells in KLF5 counter-screen | IEC-6 cytotoxicity, luminescence viability | inhibition, % at 5 µM | actives 0.78% (n = 290,000); in the data active means inhibition above about 22%;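 further: 0% = plate median of test compound wells and 100% = cytotoxic reference compound wells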
TRPC6 inh: blocks the mouse TRPC6 cation channel; B-score at 10 µM; HEK293-TRPC6, membrane potential dye, ACh-evoked depolarization; stronger effect = lower value; Q61143; actives 1.1% (n = 310,000); AID 2553;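 active means B-score under library mean minus 3 SD, initial fluorescence not abnormally high, positive integrated signal ratio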;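 further: B-score derived from integrated fluorescence ratio over the kinetic read; more negative B-score means stronger inhibition of depolarization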
KLF5 inhibitor: kruppel-like factor 5 inhibition; DLD-1 KLF5 promoter-luciferase reporter, luminescence; inhibition, % at 5 µM; actives 0.23% (n = 290,000); AID 1700;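 active means inhibition above a per-plate limit of that plate's mean compound inhibition plus 3 SD, cut at about 60% in these data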;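 further: 0% = DMSO wells and 100% = LY294002 at 200 µM; higher means less KLF5 promoter-driven luciferase light; inactives centre near -14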
* marks the source's active call; other numbers are inactive results; i = inactive; . = not tested or not shown.

SMILES	TRPC4 PAM	HIF act	SKKanGAS inh	aSyn 5UTR inh	TRPC4 block	MrgX1 antag	TRPC6 activator	TRPC4 act	IEC-6 tox	TRPC6 inh	KLF5 inhibitor
CCCCNC(=S)NCc1ccc2[nH]c(C)cc2c1	i	-0.3	-6.4	-1.0	i	i	i	i	-8.5	i	-17.4
Cc1cc(C)cc(N(CC(=O)NCCSc2ccccn2)S(=O)(=O)c2ccccc2)c1	i	0.1	-4.5	9.4	i	i	i	i	5.7	i	12.5
Cc1nc2cc(CO)ccc2s1	i	-0.2	-0.8	-11.5	i	i	i	i	-0.1	i	-51.2
COc1ccc(CNC(=O)CCS(=O)(=O)c2ccc3c(c2)NC(=O)CS3)cc1	i	0.9	-1.4	12.3	i	i	i	i	8.4	i	-21.9
Cc1cccc(C(=O)O)c1NC(=O)c1ccc(F)cc1	i	-23.8	-1.2	3.1	i	i	i	i	-2.3	i	-3.1
CC1(C)CC(=O)C=C(N2CCCC2)C1	i	.	0.1	1.0	i	i	i	i	6.8	i	7.5
CCCC(=O)Nc1nc(C(=O)OCC)cs1	i	0.6	-2.9	-9.2	i	i	i	i	-5.7	i	-20.8
CC(C)Cn1c(N)c(C(=O)NCc2cccs2)c2nc3ccccc3nc21	i	-0.4	88.2*	-32.5	i	i	i	i	0.5	i	-21.6
COc1ccc(/C=C2\SC(=S)N(NS(=O)(=O)c3ccccc3)C2=O)c(OC)c1	i	0.4	29.5	13.3	i	-8.67*	i	i	-7.7	i	-17.2
CCN(c1ccccc1)S(=O)(=O)c1cc(NC(=O)COC(=O)C2CC2)ccc1Cl	i	-0.6	-0.3	10.4	i	i	i	i	-0.9	i	-27.8
Cc1ccc(NC(=O)c2sc(N)nc2-c2ccc([N+](=O)[O-])cc2)c(C)c1	i	-0.4	-15.0	-10.3	i	i	i	i	7.0	i	-1.3
O=C1c2ccccc2C(=O)N1CC1=CCS(=O)(=O)C1	i	-0.2	2.4	-22.8	i	i	i	i	6.5	i	11.2
[N-]=[N+]=CC(=O)C(Cc1ccccc1)N1C(=O)c2ccccc2C1=O (stereo unspecified)	i	-0.8	5.3	-7.4	i	i	i	i	8.7	i	3.2
c1ccc2c(c1)nnn2CNc1nccs1	i	0.1	3.8	-10.1	i	i	i	i	-4.4	i	-7.0
COc1cccc(NC(=O)CSc2ccccn2)c1	i	1.7	-13.3	-144.3	i	i	i	i	8.1	i	-99.5
O=C(COC(=O)c1cc(-c2cccc3ccccc23)nc2ccccc12)NC1CCS(=O)(=O)C1 (stereo unspecified)	i	-0.4	8.6	34.0	i	i	i	i	2.4	i	-9.6
COc1ccccc1N1CCN(C(=O)CSc2nc3ccccc3[nH]2)CC1	i	-0.2	-5.9	-12.5	i	i	i	i	-2.6	i	-20.5
CCc1ccc(N2CC(C(=O)OCC(=O)c3c(N)n(CC(C)C)c(=O)n(C)c3=O)CC2=O)cc1 (stereo unspecified)	i	0.0	5.5	13.7	i	i	i	i	.	i	.
CC(C)CN(CC(C)C)C(=O)Nc1ccccc1F	i	-0.3	-5.6	-11.4	i	i	i	i	-1.7	i	-14.8
Cc1nc(NC(=O)c2ccc(Br)o2)ccc1Br	i	2.9	-3.8	-151.5	i	.	i	i	4.9	i	-56.3
Cc1cc(C)n(C(=O)CNc2ccccc2Cl)n1	i	0.0	3.0	-32.3	i	i	i	i	-1.5	i	-12.7
O=C(Nc1cccc(S(=O)(=O)N2CCCC2)c1)c1cc(-c2ccccn2)nc2ccccc12	i	-0.5	4.0	0.4	i	i	i	i	-11.0	i	-5.9
COCCN(Cc1cc2ccc(C)c(C)c2nc1Cl)C(=O)N1CCOCC1	i	-0.4	5.7	-4.6	i	i	i	i	-5.3	i	-0.6
Cn1c(=N)n(CC(=O)c2ccccc2)c2ccccc21	i	-2.9	-3.4	89.8*	i	i	i	i	10.2	i	-40.9
CCOC(=O)CCC(=O)N1CCOCCOCCN(C(=O)CCC(=O)OCC)CCOCCOCC1	i	0.0	-6.6	10.6	i	i	i	i	5.9	i	7.9
Going on with the list:
SMILES	TRPC4 PAM	HIF act	SKKanGAS inh	aSyn 5UTR inh	TRPC4 block	MrgX1 antag	TRPC6 activator	TRPC4 act	IEC-6 tox	TRPC6 inh	KLF5 inhibitor
COc1ccc(N=c2oc3ccc(OC)cc3cc2-c2nc3ccccc3[nH]2)cc1	i	0.5	1.9	-32.3	i	i	i	i	6.6	i	-109.0
COc1ccc(N2CCN(C(=O)CSc3ncnc4scc(-c5ccc(C)cc5)c34)CC2)cc1	i	-0.1	29.6	33.2	i	i	i	i	-4.2	i	-31.5
CN1CCC(=NNC(=O)CN(c2ccc(Oc3ccccc3)cc2)S(C)(=O)=O)CC1	i	0.5	-0.6	-4.6	i	i	i	i	-3.4	i	-12.9
COc1ccc(C2SCCN2S(=O)(=O)c2ccc(F)cc2)cc1OC (stereo unspecified)	i	0.2	-12.1	22.0	i	i	i	i	-8.0	i	-28.4
CCCCCCCCNC(C)C(O)c1ccc(SC(C)C)cc1 (stereo unspecified)	i	0.2	0.2	17.5	i	i	i	i	15.5	i	2.2
CCN(CC)c1ccc2cc(C(C)=O)c(=O)oc2c1	i	1.7	6.0	-30.2	i	i	i	i	2.4	i	-6.9
COCCCNC(=O)COc1cc2c(c3oc(=O)c(C)c(C)c13)CCC(C)(C)O2	i	-1.7	0.0	14.1	i	i	i	i	4.8	i	-24.5
CC(C)CCNC(=O)CCSCCC(=O)NCCC(C)C	i	0.7	-1.2	26.9	i	i	i	i	4.9	i	0.9
COc1cccc(NC(=S)Nc2ccc(O)cc2)c1	i	3.2	-2.1	-41.6	i	i	i	i	5.5	i	-25.5
O=C(NCc1ccccc1)c1ccc(C(=O)N(C2CCCCC2)C2CCCCC2)cc1	i	-0.3	-6.5	19.5	i	i	i	i	2.1	i	-7.4
O=c1c2ccccc2n2c(-c3ccc(C(F)(F)F)cc3)nnc2n1Cc1ccccc1	i	0.1	-5.9	23.7	i	i	i	i	2.7	i	-21.9
COc1ccc2c3c(c(=O)oc2c1OCC(=O)C(C)(C)C)CCCC3	i	-0.2	-1.3	-2.6	i	i	i	i	-1.5	i	7.5
CSc1cccc(NC(=O)c2nnn(CC(=O)Nc3cc(C)cc(C)c3)c2N)c1	i	-0.5	0.4	24.9	i	i	i	i	-1.4	i	3.6
CC(=O)NC(C)c1ccc(Cl)c(Cl)c1 (stereo unspecified)	i	-0.2	8.6	14.3	i	i	i	i	4.1	i	-2.8
COc1ccc(C(=O)CCN2CCc3cc(OC)c(OC)cc3C2)cc1	i	-0.2	0.1	0.7	i	i	i	i	4.7	i	-11.4
COc1cc2c(cc1NC(=O)/C=C/c1cc(OC)c(OC)c(OC)c1)oc1ccccc12	i	0.8	21.9	-10.6	i	i	i	i	5.9	i	-19.6
CC(=O)Nc1ccc(NC(=O)COC(=O)[C@@H](NC(=O)c2ccc(F)cc2)C(C)C)cc1	i	-0.4	-7.0	22.9	i	i	i	i	-1.9	i	-14.0
O=C1COCCOCCOCC(=O)NCCN1	i	-0.2	-1.2	0.0	i	i	i	i	0.7	i	-26.4
Cc1ccc(NC(=O)C2=CC(c3ccc(C)cc3)=NS(=O)(=O)N2C)cc1	i	-0.4	4.7	6.7	i	i	i	i	4.7	i	-7.6
Cn1c(=N)c(S(=O)(=O)c2ccc(F)cc2)cc2c(=O)n3ccccc3nc21	i	-0.4	-2.3	-22.4	i	i	i	i	1.8	i	-47.7
COC(=O)Cn1c(=NC(=O)c2cccc(OC)c2)sc2cc(OC)ccc21	i	3.3	-2.1	-87.5	i	i	i	i	-3.9	i	-24.6
NC(=O)c1ncc(C(F)(F)F)cc1Oc1ccc(C(F)(F)F)cc1	i	-0.5	-1.9	-2.6	i	i	i	i	-4.0	i	-20.6
O=C(CN1CCCC1)N1CCN(c2ccccc2)CC1	i	0.0	-4.1	18.1	i	i	i	i	-2.9	i	-36.8
C/C(=C\c1ccccc1)C(=O)NCCN1CCOCC1	i	2.7	-6.6	-22.7	i	i	i	i	-2.2	i	-28.7
O=C1CC2(CCN(C(=O)c3cccc([N+](=O)[O-])c3)CC2)Oc2ccccc21	i	0.0	12.6	12.8	i	i	i	i	.	i	.

Single entries from the entries so far.
O=C(Nc1cccc(S(=O)(=O)N2CCCC2)c1)c1cc(-c2ccccn2)nc2ccccc12 @ HIF act = -0.5
CCN(CC)c1ccc2cc(C(C)=O)c(=O)oc2c1 @ HIF act = 1.7

Further structures follow:
SMILES	TRPC4 PAM	HIF act	SKKanGAS inh	aSyn 5UTR inh	TRPC4 block	MrgX1 antag	TRPC6 activator	TRPC4 act	IEC-6 tox	TRPC6 inh	KLF5 inhibitor
Cn1c(SCC(=O)N/N=C/c2ccncc2)nc2ccccc21	i	-0.2	-4.2	3.7	i	i	i	i	-6.0	i	-28.1
O=C(N=Nc1c(O)[nH]c2ccccc12)c1ccco1	i	1.3	-0.4	-169.6	i	i	i	i	5.2	i	-83.7
Cc1ccc(C2=N/C(=C\N3CCCCC3)C(=O)O2)cc1	i	1.8	-18.0	-105.4	i	i	i	i	0.2	i	-126.0
CC(=O)c1ccc(NC2c3ncccc3C(=O)N2Cc2ccc(F)cc2)cc1 (stereo unspecified)	i	0.3	-21.9	-2.9	i	i	i	i	3.5	i	-30.7
COc1ccc(CCN2CC(O)=C(c3nc4ccccc4c(=O)[nH]3)C2=N)cc1OC	i	0.3	-1.9	-22.0	i	i	i	i	-5.5	i	-34.7
COc1ccc(OC)c(NC(=O)c2cnc3n(c2=O)CCS3)c1	i	-0.1	-5.3	-29.7	i	i	i	i	-2.8	i	4.7
CC(C)(C)SCCNC(=O)CN1C(=O)c2cccc3cccc1c23	i	-3.5	6.6	10.2	i	i	i	i	0.3	i	-20.1
COCCCNC(=O)c1cc2cc(Br)ccc2oc1=O	i	.	.	.	i	i	i	i	2.5	i	-8.9
CCOC(=O)Cn1nc(C)n(-c2ccccc2)c1=O	i	-0.6	0.8	0.9	i	i	i	i	-0.4	i	-3.3
Cc1ccc2nc(Cc3ccc(N)cc3)oc2c1	i	2.9	6.7	-108.4	i	i	i	i	3.2	i	-65.0
CCOC(=O)CSc1nnc(Cc2cc(=O)[nH]c(=O)[nH]2)n1-c1cccc(OC)c1	i	0.4	-8.5	0.2	i	i	i	i	1.8	i	0.1
COc1ccc(S(=O)(=O)N(C(=O)C(C)C)c2ccc3oc(=O)sc3c2)cc1	i	1.2	-9.0	-20.1	i	i	i	i	-1.6	i	-1.4
CCC1Oc2ccc(C)cc2N(CC(=O)NCCCN2CCCCC2C)C1=O (stereo unspecified)	i	0.5	0.2	-23.6	i	i	i	i	4.7	i	1.7

Source: PubChem
